TROY NFkB inh = inhibitors of TROY-dependent NF-kB signaling. inhibition, % at 10 µM. AID 1347056. hit rate 0.98% among 360,000. Q293 LMP1-TROYcd NF-kB luciferase reporter, 4 h;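 active = compounds whose plate-normalised and pattern-corrected inhibition of the luciferase reporter signal at the single screening dose is 50% or more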
SRC2 inh = inhibits human steroid receptor coactivator 2; Q15596; HEK293 GAL4-SRC2 luciferase reporter, luminescence; inhibition, % at 9 µM; hit rate 0.17% among 370,000; AID 651957;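 active = inhibition above the mean inhibition of all tested compounds plus 3 SD, set per campaign, cut at about 52% in these data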;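 note: 0% = DMSO treated cells and 100% = cells given Gossypol at 36 µM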
TRAIL sens C8 = sensitizes caspase-8 expressing cells to TRAIL. NB7+C8 cells + TRAIL, ATPlite viability luminescence. inhibition (viability loss, TRAIL sensitization), % at 10 µM. hit rate 1% among 360,000;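 active = compounds causing at least 50% loss of cell viability in the single-dose screen, relative to plate controls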
NR5A2 inv ag = suppresses constitutive activity of human LRH-1; O00482; HEK293T StAR-luciferase reporter, LRH-1 transfected, 24 h; inhibition, % at 3.6 µM; hit rate 0.13% among 360,000; AID 602396;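 active = inhibition above the mean inhibition of all tested compounds plus 3 SD, cut at about 73% in these data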;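 note: 0% = DMSO wells and 100% = reporter-only cells lacking LRH-1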
SRC3 inh = inhibits human SRC3 coactivator; Q9Y6Q9; HEK293 GAL4-SRC3 luciferase reporter, luminescence; inhibition, % at 3.6 µM; hit rate 0.17% among 360,000;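 active = inhibition above a per-campaign cutoff, the mean of all compounds plus 3 SD, cut at about 60% in these data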;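 note: 0% = DMSO-treated cells and 100% = gossypol-treated cells at 36 µM; higher means less SRC3-driven luciferase light from the GAL4 reporter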
TLR9-MyD88 block = inhibitors of human TLR9-MyD88 binding; AID 504734; CHO BLA complementation TLR9-MyD88, CCF4 FRET ratio; inhibition, % at 4.98 µM; hit rate 0.21% among 340,000; Q9NR96+Q99836;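 active = inhibition above the mean over all tested compounds plus 3 SD, cut at about 21% in these data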;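 note: 0% = DMSO only wells and 100% = clavulanate BLA inhibitor control wells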
Target sequence (Q99836 whole entry, looked up): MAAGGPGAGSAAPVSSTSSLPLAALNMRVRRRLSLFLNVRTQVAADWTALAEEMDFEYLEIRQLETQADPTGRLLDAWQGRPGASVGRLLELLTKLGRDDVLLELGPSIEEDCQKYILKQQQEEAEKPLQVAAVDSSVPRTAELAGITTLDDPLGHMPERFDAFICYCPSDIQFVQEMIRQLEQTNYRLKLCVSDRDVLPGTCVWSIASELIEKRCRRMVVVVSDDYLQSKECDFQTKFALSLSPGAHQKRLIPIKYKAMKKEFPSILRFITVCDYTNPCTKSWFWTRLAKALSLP
Target sequence (Q9NR96 whole entry, looked up): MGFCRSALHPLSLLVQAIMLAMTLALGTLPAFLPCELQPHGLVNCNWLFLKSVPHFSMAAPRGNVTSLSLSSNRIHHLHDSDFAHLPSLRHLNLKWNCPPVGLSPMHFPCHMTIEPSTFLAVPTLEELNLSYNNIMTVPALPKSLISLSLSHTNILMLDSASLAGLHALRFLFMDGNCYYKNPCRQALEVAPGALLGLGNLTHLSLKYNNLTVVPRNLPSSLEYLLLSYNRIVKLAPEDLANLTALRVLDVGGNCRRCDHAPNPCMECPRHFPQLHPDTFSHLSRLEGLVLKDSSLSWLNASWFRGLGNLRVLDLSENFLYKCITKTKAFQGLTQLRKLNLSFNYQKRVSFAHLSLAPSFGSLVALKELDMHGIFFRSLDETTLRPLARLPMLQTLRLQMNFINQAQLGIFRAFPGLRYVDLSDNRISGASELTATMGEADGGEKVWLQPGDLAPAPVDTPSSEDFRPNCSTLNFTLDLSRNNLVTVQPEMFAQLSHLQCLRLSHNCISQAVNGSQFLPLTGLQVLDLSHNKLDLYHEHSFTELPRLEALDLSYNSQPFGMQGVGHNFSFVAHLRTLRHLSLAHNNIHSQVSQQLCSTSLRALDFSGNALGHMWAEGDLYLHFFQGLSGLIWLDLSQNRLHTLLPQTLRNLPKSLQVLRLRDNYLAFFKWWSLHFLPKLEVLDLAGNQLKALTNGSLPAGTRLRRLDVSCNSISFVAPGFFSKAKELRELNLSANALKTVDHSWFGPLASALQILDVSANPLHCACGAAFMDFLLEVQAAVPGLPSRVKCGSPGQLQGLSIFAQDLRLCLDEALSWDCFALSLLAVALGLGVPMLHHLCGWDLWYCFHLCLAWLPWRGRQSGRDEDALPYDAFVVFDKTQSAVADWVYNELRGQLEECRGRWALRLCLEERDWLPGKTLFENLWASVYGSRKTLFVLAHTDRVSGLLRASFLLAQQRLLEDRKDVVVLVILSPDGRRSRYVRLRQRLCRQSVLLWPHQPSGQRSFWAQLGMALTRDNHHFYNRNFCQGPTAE
TWEAK Fn14 block = blocks TWEAK-Fn14 interaction in a reporter cell assay; TWEAK-stimulated Fn14 reporter cells, luciferase luminescence, 8 h; inhibition, % at 10 µM; hit rate 2% among 360,000; AID 1159606; in the data active = inhibition above about 50%
NCOA1 inh = inhibits human SRC1 coactivator. Q15788. HEK293 GAL4-SRC1 luciferase reporter, luminescence. inhibition, % at 3.6 µM. hit rate 0.12% among 360,000. AID 588354;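 active = inhibition above the campaign mean plus 3 SD, with each screening campaign given its own cutoff, cut at about 60% in these data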;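 note: 0% = DMSO treated cells and 100% = gossypol at 36 µM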
LMP1 NFkB inh = Epstein-Barr LMP1 NF-kappaB reporter inhibition; inhibition, % at 12.5 µM; AID 504558; hit rate 0.69% among 350,000; LMP1-induced NF-kappaB luciferase reporter cells, luminescence; in the data active = inhibition above about 41%;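 note: 0% = neutral control wells and 100% = reference inhibitor control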
NOD2 RIPK2 PPI = inhibitors of human NOD2-RIPK2 interaction | hit rate 0.38% among 360,000 | inhibition, % at 4.98 µM | CHO BLA complementation NOD2-RIPK2, CCF4 ratio | O43353; in the data active = inhibition above about 21%;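 note: 0% = vehicle only and 100% = reference blocker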
NR2F2 inh = blocks human COUP-TFII nuclear receptor; HEK293T NGFI-A luciferase reporter, luminescence; inhibition, % at 8.6 µM; hit rate 0.7% among 370,000;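 active = inhibition above a per-plate cutoff, mean inhibition of test wells between control levels plus 3 SD, cut at about 38% in these data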;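 note: cells cotransfected with COUP-TFII expression vector driving the NGFI-A reporter; 0% = median of COUP-TF2 test wells and 100% = reporter-only cells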
* = called active by the depositor; nt = no result given. Not all compounds are listed; count on the stated rates, not on these rows.

compound	TROY NFkB inh	SRC2 inh	TRAIL sens C8	NR5A2 inv ag	SRC3 inh	TLR9-MyD88 block	TWEAK Fn14 block	NCOA1 inh	LMP1 NFkB inh	NOD2 RIPK2 PPI	NR2F2 inh
NC(=O)C1CCN(C(=O)c2ccccc2SCC(=O)NCC2CCCCC2)CC1	-7	-14	1	11	15	-3	1	8	6	0	4
CC1CN(c2nc3ccccc3nc2NS(=O)(=O)c2ccccc2)CC(C)O1 (stereo unspecified)	16	-1	2	12	-2	-6	16	-1	0	-3	8
Cc1cc(C)c2c(=O)[nH]c(SCC(=O)c3ccc(F)c(C)c3)nc2n1	21	8	-2	-6	5	-4	-11	-6	0	5	-4
O=c1c2c3n(c(=S)nc2[nH]n1-c1ccccc1)CCCCC3	-3	5	5	-8	-7	2	-1	-5	-1	-30	-6
Cc1ccc(Nc2nc(-c3ccc(S(=O)(=O)N4CCCC4)cc3)cs2)cc1C	-18	nt	32	-3	9	2	-18	4	-7	3	nt
Cc1nc2ccccc2c(=O)n1/N=C/C=C/c1ccccc1	-26	-15	-16	2	-7	-6	-6	-14	-12	-14	-18
COc1ccc(-c2csc(NC(=O)CCS(=O)(=O)c3ccccc3)n2)c(OC)c1	20	-20	7	17	-2	10	32	3	-7	4	9
CCc1ccc2cc(C)cc(C)c2n1	-50	9	-7	-16	-6	nt	-28	-5	nt	0	-23
CCNc1c(NCC)c(=O)c1=O	-13	-23	4	2	0	-10	14	4	0	-1	-10
Cn1c(SCCS(=O)(=O)c2ccc(Cl)cc2)nnc1-c1ccccc1	-9	-19	-2	15	19	-7	-8	-1	0	-7	-32
CN(C)S(=O)(=O)c1ccc(Cl)c(NC(=O)COC(=O)C2CSC3(C)CCC(=O)N23)c1 (stereo unspecified)	12	2	2	8	-2	-2	-5	3	-5	2	0
CC1CC(NNC(=O)c2ccccc2)=Nc2ccccc2N1C (stereo unspecified)	-2	4	-13	2	-9	-8	-12	-20	7	3	0
O=C(CCSCc1ccc(Cl)cc1)NCc1cccs1	14	-9	-6	5	15	-5	31	9	1	1	-2
CCCCc1nc(SCC(=O)Nc2nnc(CCCC)s2)n[nH]1	1	1	-6	2	21	-15	-5	4	8	-1	-9
Cn1ncc([N+](=O)[O-])c1C(=O)Nc1ccccc1C#N	-17	8	0	-11	6	-13	-14	-4	-8	5	1
O=C(N/N=C/c1cccs1)c1ccc2ncccc2c1	-11	-21	-4	-14	0	-10	25	0	-3	-3	-8
O=C(Nc1ccccc1N1CCOCC1)c1cc2c(s1)CCCCC2	-53	-34	27	-20	-18	-5	4	-29	-9	-1	3
CC(OC(=O)c1ccco1)C(=O)NC1CCCC1 (stereo unspecified)	14	-19	-9	-6	2	-5	8	-25	-1	-12	0
N/C(=N\OC(=O)C12CC3CC(CC(C3)C1)C2)c1ccncc1	-12	0	20	9	26	nt	-14	-15	nt	5	2
CCOC(=O)C1(C)CCN1C(=O)c1ccccc1Br (stereo unspecified)	15	-6	-7	-1	-4	nt	9	0	nt	-8	-1
O=C(NC1CCCCC1)C(c1ccccn1)N(C(=O)c1csnn1)C1CC1 (stereo unspecified)	-5	-10	-9	18	4	nt	-13	0	9	-5	-1
COc1ccc(-n2c(C)cc(/C=C3\C(=N)N4N=C(CC(=O)N5CCOCC5)SC4=NC3=O)c2C)c(OC)c1	4	18	12	-7	7	-15	-4	7	2	-7	7
CCOc1ccc2c(=O)c(Oc3ccccc3OCC)coc2c1	-40	-10	0	-2	-67	-3	-27	-71	-20	-3	-9
O=C(NN1CC(C(=O)OCc2ccc(Br)cc2)CC1=O)c1ccccc1 (stereo unspecified)	-8	-34	-8	11	-2	-1	-1	9	-11	-7	9
S=c1[nH]nc(Cc2ccccc2)n1-c1ccccc1	4	-3	-6	24	11	-6	-3	-14	3	8	8
N#Cc1ccc(-c2nc3cc(Cl)ccc3c(=O)n2O)cc1	23	-11	20	11	7	-2	18	-21	15	-7	9
CCOc1ccc(CN2CCN(Cc3cc4ccccc4[nH]3)CC2CCO)cc1 (stereo unspecified)	-39	-4	5	12	-10	-1	7	-30	-6	-13	8
CCOC(=O)N1CCC(NC(=O)c2cc3c(C)nc4ccccc4c3o2)CC1	15	-17	22	10	5	3	23	11	7	-2	14
O=C(O)c1ccccn1	1	-13	-1	-14	-31	2	-5	-12	-4	-17	-10
CC(C)c1ccc(NC(=O)c2cc(S(=O)(=O)N3CCCC3)c[nH]2)cc1	4	0	2	-11	-12	-10	9	10	3	-7	-6
O=C(NCC1CCCN(Cc2ccc3c(c2)OCCO3)C1)c1ccc2c(c1)OCO2 (stereo unspecified)	-24	-16	-9	18	4	-13	-4	18	-15	-5	0
Cn1nnnc1SCC(=O)N1CCN(S(=O)(=O)c2ccc(Cl)cc2)CC1	6	-9	1	2	-3	2	-6	-8	1	2	3
Cc1cc(=O)oc2cc(NC(=O)Cc3ccccc3[N+](=O)[O-])ccc12	-18	2	11	-1	-13	-12	-17	-10	-8	-5	-3
COC(=O)CNC(=O)CSc1nc2sccc2c(=O)n1-c1ccccc1	-3	-23	8	-10	5	0	-1	12	-4	-10	-4
CC1Nc2nc(N(C)C)[nH]c(=O)c2NC1C (stereo unspecified)	5	-3	0	14	22	-3	24	2	-5	9	9
CCc1noc(C)c1C(=O)N(C)CC(=O)Nc1ccc(Cl)c(Cl)c1	-8	-29	8	-3	-17	4	-4	-16	4	-6	8
CCO[C@@H]1c2c(ccc3ccc(=O)oc23)OC(C)(C)[C@H]1O	-1	-1	10	-4	5	8	-5	-5	-4	4	1
COc1cc2c(cc1OC)C(NC(=O)C(F)(F)F)C/C2=N\O (stereo unspecified)	2	0	-8	9	0	4	10	-20	0	-4	9
CCN(CC)CCCNc1ccc2ncn3c4ccc(O)cc4c(=O)c1c23	-16	-137	11	36	57	4	-19	47	28	9	-42
CCOc1ccccc1N1CC(C(=O)Nc2ccc(S(=O)(=O)N3CCCCC3)cc2)CC1=O (stereo unspecified)	15	-17	6	-4	0	-7	5	-2	12	2	11
N#Cc1ccc(-c2cccnc2)nc1SCC(N)=O	-14	1	5	-9	18	nt	-4	-9	nt	-5	6
Cn1c(SCC(=O)c2ccc3c(c2)Cc2ccccc2-3)nnc1-c1cccc(N)c1	-40	15	10	-4	5	3	10	-11	-9	2	-1
COc1ccccc1NC(=O)/C(N=Nc1ccc(C)c(S(=O)(=O)Nc2ccccc2Cl)c1)=C(\C)O	3	6	-4	4	-11	1	20	16	10	-1	10
Cn1c(=O)n(CC(=O)NCc2cccnc2)c2ccccc21	5	-1	3	-2	6	-6	13	-2	-3	-7	4
COc1cccc(Oc2c(C)oc3c(CN4CCOCC4)c(O)ccc3c2=O)c1	8	16	4	-4	-8	-4	3	13	6	-20	14
CCOc1ccc(C)cc1S(=O)(=O)n1ccnc1	13	4	-3	6	9	-9	-17	-9	-4	-20	-3
CCc1ccc2[nH]c(=O)c(CN(Cc3ccco3)S(=O)(=O)c3ccc4c(c3)OCCO4)cc2c1	0	5	-2	-13	6	-1	-17	-8	-4	-6	2
COc1ccc(CCNc2ncnc3[nH]ncc23)cc1OC	7	9	6	-6	10	-7	26	-21	2	5	27
O=C(CSc1c2c(nc3ccccc13)CCC2)N1CCCC1	11	13	-2	10	14	4	0	12	9	-3	6
O=C(NC1CCCCC1)N1CCSC1=Nc1ccccc1	-1	-15	-1	9	19	4	23	9	-6	4	14

Later entries
compound	TROY NFkB inh	SRC2 inh	TRAIL sens C8	NR5A2 inv ag	SRC3 inh	TLR9-MyD88 block	TWEAK Fn14 block	NCOA1 inh	LMP1 NFkB inh	NOD2 RIPK2 PPI	NR2F2 inh
COc1ccc(NC(=O)c2cc(-c3ccc(C)cc3)on2)cc1OC	-12	-8	-9	5	6	5	-14	-14	7	2	-5
CC(=O)SCC[N+](C)(C)C	-3	-25	-7	0	0	1	-13	8	-4	-3	8
COc1ccc(NC(=O)CN2CCc3ccccc3C2)c(OC)c1	-21	-34	6	-44	-19	-8	-24	-30	-2	3	10
CCCCOc1ccc(C(=O)NCC(=O)N2CCN(C/C=C/c3ccccc3)CC2)cc1	9	-35	6	29	1	-2	23	8	-1	-5	20
CC(=O)Nc1c2c3c(cccc3n(C)c1=O)C(=O)c1ccccc1-2	3	-3	2	12	-5	10	-16	16	-7	-4	4
COC(=O)NCC(c1ccc2c(c1)OCO2)N1CCN(c2ccc(OC)cc2)CC1 (stereo unspecified)	-4	-1	-3	-14	4	-18	-15	16	2	0	-1
C=CCNC(=O)N[C@@H](Cc1ccccc1)C(=O)OC	-2	-25	-8	18	18	1	3	9	0	5	-8
CNc1ccccc1C(=O)OC(C)C(=O)Nc1ccc(Cl)cn1 (stereo unspecified)	16	37	-5	29	0	2	26	-39	nt	5	12
CN(C(=O)Cn1c(=O)oc2ccccc21)C1CCCCC1	-6	14	-9	-1	-17	1	7	0	0	-2	10
Nc1nnc(-c2ccc(Cl)c(Cl)c2)s1	-6	-17	-10	-7	-12	-2	-9	-7	1	-12	-18

Compound activity (PubChem BioAssay)
